# Screening data (PubChem)
# RAD54 branch = RAD54 (human) branch migration inhibition. RAD54 Holliday junction branch migration, FAM/BHQ fluorescence. AID 602329. inhibition, % at 10.4 µM. 360,000 tested, 0.14% active;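 active = mean normalized replicate activity at least 40 and at least half of replicates scoring 40 or more; inconclusive = only one of the two criteria met; inactive = mean below 40 and under half of replicates reaching 40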;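 note: 0% = median of neutral control wells and 100% = median of positive control wells; inhibitors cause a drop in the FAM fluorescence signal; in these data hits start at about 50%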
# XiGFP reactiv = X-chromosome reactivation activator; XiGFP mouse fibroblasts, % GFP-positive cells imaging, 3 d; cells co-treated with 5-aza-dC sensitizer; scaled so ellipticine positive control = 100%; activation, % at 7.58 µM; 360,000 tested, 0.055% active; AID 743238;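 active = mean normalized replicate activation at least 10% and every replicate at or above 10%; inconclusive = only one of the two criteria met; inactive = mean below 10% and not all replicates reach 10%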;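 note: 0% = median of on-plate neutral control wells and 100% = ellipticine 6 µM median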
#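 System: SV40-immortalized XiGFP fibroblast cells, line 68-5-11 / Incubation: 3-day compound exposure, then 15 min fixation at room temperature / Compound: single concentration per compound, delivered by pin transfer / Buffer or medium: DMEM plus 5-aza-dC sensitizer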
# GSIS activator = primary screen for activators of insulin secretion dependent on glucose, INS-1E cells, GLuc reporter luminescence. INS-1E GLuc reporter insulin secretion, 2-3 h. 370,000 tested, 0.61% active. activation, % at 16.6 µM;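 active = lowest replicate activation of at least 40%, so every replicate reaches that level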;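 note: 0% = median of neutral control wells and 100% = median of IBMX positive control wells; some compounds called inactive have numbers as strong as hits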
# RAD52 inh = RAD52 (human) annealing inhibition. recombinant RAD52 DNA annealing, FRET fluorescence. inhibition, % at 18.7 µM. P43351. AID 651710. 360,000 tested, 0.46% active;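 active = every replicate showing at least 50% inhibition; inconclusive = mean inhibition at least 50% but not in every replicate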
# Target sequence (P43351 whole entry, looked up): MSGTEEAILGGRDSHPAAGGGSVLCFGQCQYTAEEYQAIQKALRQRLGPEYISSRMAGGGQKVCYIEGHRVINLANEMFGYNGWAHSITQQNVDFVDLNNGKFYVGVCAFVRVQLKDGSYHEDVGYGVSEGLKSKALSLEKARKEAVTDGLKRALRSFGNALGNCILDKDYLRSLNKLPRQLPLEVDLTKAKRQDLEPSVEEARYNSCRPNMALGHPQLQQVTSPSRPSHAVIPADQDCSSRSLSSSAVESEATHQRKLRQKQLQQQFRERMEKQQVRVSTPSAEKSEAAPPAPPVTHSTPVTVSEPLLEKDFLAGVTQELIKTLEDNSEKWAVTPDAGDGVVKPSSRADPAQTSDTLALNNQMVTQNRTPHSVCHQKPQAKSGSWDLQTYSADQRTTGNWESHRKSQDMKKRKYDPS
# DENV2 CPE rescue = DENV2-induced cell death inhibition; DENV2-infected cells, cytopathic effect rescue, plate reader; CPE inhibition, % at 9.99 µM; 350,000 tested, 1.7% active; in the data active = CPE inhibition above about 20%, passing the limit was not always enough; inconclusive = no clear call, values can overlap the other calls; tested in BHK-21 cells;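 note: 0% = median of neutral control wells and 100% = median of positive control wells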
# F508del corr = CFTR F508del correction in bronchial cells. CFBE cells, YFP halide quenching; stimulated with forskolin plus potentiator P3; % fluorescence drop versus neutral controls. 350,000 tested, 0.36% active. AID 720511. activity (quench increase), % at 7.58 µM;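 active = mean added fluorescence quench of at least 8% versus neutral control, with both replicates also reaching 8%; inconclusive = only one of the mean or replicate conditions met; inactive = mean below 8% and not both replicates reaching 8%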;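 note: cells transiently co-express mutant CFTR-F508del with the halide-sensitive YFP; corrector assay measuring rescue of mutant channel to the surface after 24 h compound exposure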
# CASP6 VEID inh = inhibitors of human caspase-6; inhibition, % at 12.5 µM; AID 686996; 350,000 tested, 0.53% active; purified caspase-6, Z-VEID-R110 cleavage fluorescence; P55212;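 active = mean inhibition across replicates at least about 35%, with every replicate also reaching that limit, limit read from the data; inconclusive = only one of the two criteria met; inactive = neither criterion met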;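 note: 0% = median of neutral control wells and 100% = no fluorescence left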
# E-sel inducer = E-selectin induction on HUVECs | activation, % at 7.58 µM | P16581 | HUVEC E-selectin immunofluorescence imaging; normalized: neutral wells 0, TNF-alpha wells 100 | 260,000 tested, 0.37% active;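 active = mean E-selectin-positive cell signal at least 10% of the positive control, reached in at least 60% of replicates, without over 20% cell loss; inconclusive = no rule given, readout overlaps actives, possibly toxicity-flagged; inactive = the rest, including those meeting only one limit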;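 note: in these data hits start at about 27%; measured in HUVEC primary endothelial cells; signal is the percent of cells scored E-selectin positive by PE staining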
# Target sequence (P16581 whole entry, looked up): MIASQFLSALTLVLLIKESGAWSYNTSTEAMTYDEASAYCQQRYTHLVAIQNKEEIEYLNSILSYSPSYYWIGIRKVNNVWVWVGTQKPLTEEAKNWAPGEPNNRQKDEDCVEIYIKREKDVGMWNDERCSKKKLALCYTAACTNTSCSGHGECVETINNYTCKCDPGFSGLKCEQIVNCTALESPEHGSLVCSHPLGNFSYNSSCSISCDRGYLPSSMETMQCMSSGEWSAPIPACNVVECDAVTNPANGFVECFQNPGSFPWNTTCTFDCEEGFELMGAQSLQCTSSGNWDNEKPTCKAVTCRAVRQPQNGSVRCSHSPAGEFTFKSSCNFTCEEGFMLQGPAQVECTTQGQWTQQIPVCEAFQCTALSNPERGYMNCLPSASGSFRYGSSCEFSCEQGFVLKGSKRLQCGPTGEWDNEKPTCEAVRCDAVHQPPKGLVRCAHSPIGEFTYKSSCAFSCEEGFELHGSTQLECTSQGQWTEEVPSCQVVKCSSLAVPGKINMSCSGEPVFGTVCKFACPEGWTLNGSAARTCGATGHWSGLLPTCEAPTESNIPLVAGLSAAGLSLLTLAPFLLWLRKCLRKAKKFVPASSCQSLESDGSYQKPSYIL
#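 Test system: HUVEC | Signal: Immunofluorescence imaging | Read-out: Percent E-selectin-positive cells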
# Active calls of the source: *; ? = inconclusive; . = no result given.
SMILES,RAD54 branch,XiGFP reactiv,GSIS activator,RAD52 inh,DENV2 CPE rescue,F508del corr,CASP6 VEID inh,E-sel inducer
CCOC(=O)C1(Cc2ccccc2C)CCCN(C(=O)c2ccoc2)C1 (stereo not drawn),-2.5,0.1,1.2,-6.5,0.0,-3.5,-4.2,.
O=C(O)c1ccc2c(=O)n3c(nc2c1)/C(=C/c1cccc(O)c1)CC3,-6.8,0.1,2.1,-5.5,-5.3,-2.9,-1.1,-0.1
CCOc1ccc(-c2cc(C(=O)Nc3ccc(C)c(NS(C)(=O)=O)c3)[nH]n2)c(C)c1,-10.4,0.2,-4.6,-15.1,-5.3,5.0,0.2,-0.4
C[C@H](CO)N1C[C@H](C)[C@H](CN(C)C(=O)c2ccc3c(c2)OCO3)Oc2cc(-c3ccncc3)ccc2S1(=O)=O,-1.8,0.4,8.0,10.1,6.7,1.6,-2.2,-0.2
CC(C)C#Cc1ccc2c(c1)O[C@H](CN(C)Cc1cncnc1)[C@H](C)CN([C@H](C)CO)S2(=O)=O,0.9,-0.6,-7.2,7.2,13.9,0.2,0.4,-0.2
COc1ccc(S(=O)(=O)N2CCN(C)CC2)cc1NC(=O)c1ccccc1F,-12.4,-0.1,4.9,-6.2,-6.7,1.0,-2.1,.
C=CCN(C(C(=O)OC)C(C)C)S(=O)(=O)CCNCc1ccccc1 (stereo not drawn),-5.1,-0.2,-39.5,-12.9,2.7,0.3,1.0,0.0
COc1ccc(CNCc2ccc([N+](=O)[O-])cc2)cc1OC,5.7,0.1,0.2,-18.8,-9.1,2.3,0.3,.
O=C(Nc1ccccc1)c1ccccc1CSc1ccccc1,-9.5,-0.7,19.1,-5.0,43.8*,1.1,-1.4,0.0
COc1ccc(S(=O)(=O)N2CCCC2CNC(=O)C(=O)Nc2ccc(C)cc2)cc1 (stereo not drawn),8.4,-0.1,-14.5,-16.2,0.1,2.8,1.1,.
Cc1ccc(S(=O)(=O)n2nccc2-c2c(-c3ccc(Cl)cc3)noc2C)cc1,0.1,0.0,4.8,2.2,-0.4,-1.0,-1.9,.
O=c1c2ccccc2[nH]c(=S)n1Cc1cccs1,11.4,0.0,13.5,-21.3,-5.5,1.7,0.8,.
Nc1nc2ncccn2c1-c1ccc(F)c(F)c1,.,0.0,10.2,-25.9,-4.5,-0.2,-1.0,5.7
O=C(NCc1cccnc1)/C(=C\c1ccc(-c2ccc(Cl)c(Cl)c2)o1)S(=O)(=O)c1ccccc1,-1.0,1.1,-11.7,-39.3,2.9,-7.3,4.0,1.3
C[C@H](CO)N1C[C@H](C)[C@H](CN(C)Cc2ccccn2)Oc2cc(C#C[C@@H](C)O)ccc2S1(=O)=O,-0.2,-0.4,12.6,6.0,0.3,3.5,-2.4,-0.2
C[C@@H]1CCCCO[C@@H](CN(C)Cc2ccccc2)[C@H](C)CN([C@@H](C)CO)C(=O)c2cc(NC(=O)CCC(F)(F)F)ccc2O1,-4.0,0.0,1.0,16.1,-11.0,-1.0,9.9,-0.1
CC(C)C#Cc1ccc([C@H]2[C@@H](C#N)N(C(=O)CN(C)C)[C@H]2CO)cc1,-7.2,1.4,1.3,-14.1,5.4,0.4,-6.4,0.1
COc1cc(C(=O)Nc2ccc3nc4n(c(=O)c3c2)CCCCC4)cc(OC)c1OC,-5.5,0.0,4.4,-8.5,-1.4,-1.6,4.5,.
C[C@@H]1CN([C@@H](C)CO)C(=O)c2cc(NS(=O)(=O)c3ccc(Cl)cc3)ccc2O[C@@H]1CN(C)C(=O)NC1CCCCC1,-5.3,-1.3,-11.5,0.3,-0.3,-0.2,0.9,2.5
O=C(Cn1nnc(-c2cccc(C(F)(F)F)c2)n1)N1CCOCC1,-7.6,.,3.5,-9.1,-0.2,0.8,-5.6,.
COc1ccc(CNC(=O)CN(C(=O)c2csnn2)c2ccc3c(c2)OCCO3)cc1,-1.5,0.0,2.0,-12.6,-3.3,2.9,0.1,-0.1
CCOC(=O)C1CC(=O)c2ccccc2C1c1ccccc1 (stereo not drawn),-10.1,0.3,15.6,-0.3,1.5,0.1,0.9,0.1
COC(=O)[C@@]1(Cc2ccc(F)cc2)[C@H]2c3cc(C(=O)N4CCCC4)n(CCO)c3C[C@H]2CN1C(=O)c1ccccc1,.,-0.1,-6.8,-7.2,6.3,-0.7,2.5,-0.1
O=C(c1ccc(F)cc1)N1CCN(C2CCCCC2)CC1,-5.8,0.0,5.7,-5.6,11.3,-2.0,-1.4,.
C[C@H]1CN([C@@H](C)CO)C(=O)Cc2cc(NC(=O)Cc3cn(C)c4ccccc34)ccc2O[C@H]1CN(C)Cc1ccc(C(=O)Nc2ccccc2N)cc1,1.3,1.7,-4.0,-11.4,5.4,3.4,-1.9,.
O=C(COc1ccc(/C=N/NC(=O)CSCc2ccc([N+](=O)[O-])cc2)cc1)NCc1ccco1,.,0.0,-12.6,-9.3,?,.,5.2,-1.5
C(=C\c1ccccc1)/C=N/N1CCN(Cc2ccccc2)CC1,.,0.0,-8.3,-7.7,3.5,-2.6,-7.5,-0.2
C[C@H](CO)N1C[C@H](C)[C@H](CN(C)C(=O)Nc2ccc(F)cc2)Oc2ncc(C#CC(C)(C)O)cc2C1=O,-9.4,-1.3,0.6,-2.5,17.8,-2.6,0.4,1.0
CCn1cnc2c(Nc3cc(F)cc(F)c3)nc(C#N)nc21,-5.1,-0.3,1.5,-24.8,-0.5,1.9,0.4,-0.1
COC(=O)N1CCCCC1c1cc(C(=O)Nc2cccc3c2CCCC3)no1 (stereo not drawn),-4.2,0.0,-6.9,-2.0,3.9,2.2,4.1,0.5
C=CCC[C@@H](Cc1ccc(F)cc1)C(=O)OC[C@@H]1CCCN1C(=O)[C@@H](CC=C)CC(=O)N(CCO)Cc1ccccc1,-5.5,0.0,1.3,-6.1,14.1,0.9,1.2,.
CCC(=O)N(C)C[C@H]1Oc2cc(C#CC3CCCC3)ccc2S(=O)(=O)N([C@@H](C)CO)C[C@H]1C,7.9,0.0,-21.8,-2.5,-4.6,-1.5,0.5,0.2
COC(=O)C1=C(C)NC2=C(C(=O)CC(C)(C)C2)C1c1cnn(C)c1C (stereo not drawn),.,0.0,.,-1.2,-0.3,1.7,-1.5,.
CC=Cc1ccc2n(c1=O)C[C@H]1[C@H](CO)[C@@H](C(=O)N3CCCCC3)[C@@H]2N1C(=O)C1CCC1 (mixture of isomers),3.0,0.4,8.8,8.2,-0.5,.,0.6,-0.1
O=C(O)/C=C\c1cc2c(cc1[N+](=O)[O-])OCO2,6.9,0.0,-7.7,-13.9,-3.3,0.4,21.9,0.1
Cc1ccc(-c2csc(N3C(=N)SCC3=O)n2)cc1,.,-0.1,13.4,-16.8,-0.3,-0.2,0.0,.
CCCNC(=O)C[C@@H]1CC[C@@H]2[C@H](COC[C@H](O)CN2C(=O)c2ccc(F)cc2)O1,-7.9,0.3,5.3,-6.5,.,1.3,-4.1,0.0
CCN(C[C@H]1[C@H](c2ccc(-c3ccccc3)cc2)[C@H](CO)N1C(C)=O)C(C)=O,3.3,0.0,1.8,-3.9,16.4,1.7,-1.6,-0.3
COc1ccc2c(c1)OC[C@H]1[C@H]2N2C(=O)CN(CC3CCCO3)C(=O)[C@@]2(C)[C@H]1c1ccccc1 (stereo partly drawn),-8.2,-0.1,-25.6,5.8,12.1,1.8,2.7,1.1
C[C@H]1CN([C@@H](C)CO)C(=O)c2cccc(NC(=O)c3nc4ccccc4s3)c2O[C@H]1CN(C)CC1CC1,-4.7,0.0,-11.2,-0.1,13.9,-2.8,-0.9,0.0
CCCCn1nnnc1C(c1ccccc1)N1CCN(C)CC1 (stereo not drawn),.,0.1,10.1,-13.2,-5.8,-1.9,-4.5,0.3
COc1ccccc1NC(=S)N1CCCCCC1,12.6,0.1,-17.5,0.1,-6.1,0.7,-2.4,65.2*
COC(=O)CN1C(=O)C(C)(C)Oc2ccc(C(=O)Nc3ccccc3F)cc21,-0.5,0.0,11.2,-7.7,?,1.9,3.0,.
CC(C)NC(=O)N(C)C[C@H]1Oc2c(NC(=O)C3CCOCC3)cccc2C(=O)N([C@H](C)CO)C[C@H]1C,-11.6,0.1,-1.0,8.9,-4.9,-3.7,1.8,-0.4
O=C1c2ccccc2C(=O)N1c1cccc2ccccc12,-0.3,0.0,-4.7,-17.5,8.7,-10.9,-6.2,.
CC(=O)c1sc2c(c1OC(=O)c1ccc(Cl)cc1Cl)c(=O)n(-c1ccccc1)c(=S)n2-c1ccccc1,-1.7,0.0,-7.4,-78.6,9.9,1.2,1.3,2.5
COc1ccc(S(=O)(=O)N(CC(=O)O)c2ccccc2)cc1,-2.4,.,2.1,-11.5,5.0,-1.0,0.2,.
COc1ccc(CN(C)C[C@H]2Oc3ccc(NC(=O)CCC(F)(F)F)cc3CC(=O)N([C@H](C)CO)C[C@H]2C)cc1,4.2,0.0,2.4,8.4,18.0,-2.0,2.8,1.2
O=C(CCc1c[nH]c2ccccc12)Nc1ccc(Nc2cccnc2)c(Br)c1,.,0.3,-25.5,-69.3,12.1,0.6,0.4,2.5
CCc1ccc(C(=O)CN(C#N)c2nc(C)cc(C)n2)cc1,1.4,.,-1.9,-9.2,.,.,0.2,.
COc1ccc(CCCCCCOCc2ccccc2)cc1,-13.3,0.0,-6.9,-19.0,-9.2,-0.3,-2.1,0.3
Cc1ccn2c(NCc3ccc4c(c3)OCO4)c(-c3ccc(O)cc3)nc2c1,10.6,.,2.6,-4.3,6.2,-0.8,-1.2,.
CC1CC(C)CN(C(=O)COC(=O)c2ccc([N+](=O)[O-])o2)C1 (stereo not drawn),-6.4,0.3,5.5,-10.0,-2.8,3.0,21.6,-0.6
Cc1[nH]n(-c2ccccc2)c(=O)c1C(c1cccc([N+](=O)[O-])c1)c1c(C)[nH]n(-c2ccccc2)c1=O,.,0.0,-24.4,-18.6,.,-0.2,10.4,.
Cc1ccc(S(=O)(=O)NCC(=O)N2CCCCC2)cc1,3.1,0.0,-4.9,-4.1,-4.8,1.5,-1.3,-0.1
COc1ccc(CC(=O)Nc2ccc(S(=O)(=O)N3CCCCC3)cc2)cc1OC,5.4,0.0,10.3,-47.4,-2.9,0.2,-8.4,0.2
Cc1nc(-c2ccccc2)sc1C1(C)CC(c2cccc(F)c2)=NO1 (stereo not drawn),-4.8,0.1,-2.1,-6.0,0.1,0.1,1.0,-0.3
O=C(C[C@H]1CC[C@@H]2[C@H](COC[C@H](O)CN2C(=O)c2ccc3c(c2)OCO3)O1)NC1Cc2ccccc2C1,5.6,0.2,5.9,10.2,23.7*,-0.9,-2.3,-0.1
NNC(=O)Cc1csc(-c2ccccc2)n1,.,0.4,-8.3,-11.5,5.2,0.7,-1.9,.
C[C@@H]1CCCCO[C@H](CN(C)Cc2ccc(Cl)c(Cl)c2)[C@H](C)CN([C@@H](C)CO)C(=O)c2cc(NS(=O)(=O)c3cn(C)cn3)ccc2O1,-5.3,0.1,-2.3,8.2,-3.3,2.0,-0.4,0.0

# Compounds as they come; 3.7% or so of the library scored in one or more.
